SIRT5 inh – inhibitors of human sirtuin-5 desuccinylase; Q9NXA8; Purified SirT5, succinyl-peptide AMC, trypsin-coupled fluorescence; inhibition, % at 15 µM; 1.1% of 330,000 active; in the data active = inhibition above about 15%
Target sequence (Q9NXA8 whole entry, looked up): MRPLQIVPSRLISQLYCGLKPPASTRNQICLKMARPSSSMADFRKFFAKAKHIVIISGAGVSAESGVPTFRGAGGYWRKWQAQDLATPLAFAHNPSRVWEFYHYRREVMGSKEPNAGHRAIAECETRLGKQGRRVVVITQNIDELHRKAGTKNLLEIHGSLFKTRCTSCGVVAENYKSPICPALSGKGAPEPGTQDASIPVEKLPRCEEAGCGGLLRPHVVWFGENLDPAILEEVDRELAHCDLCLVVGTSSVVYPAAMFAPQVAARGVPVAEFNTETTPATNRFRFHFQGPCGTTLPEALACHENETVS
Statin myotox sup – suppressors of simvastatin-induced myotoxicity in C2C12 myotubes | rescue of ATP level, % at 7.49 µM | ATP luminescence, 48 h; scaled: DMSO 0, geranylgeraniol control 100 | AID 602340 | 0.78% of 330,000 active;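 active = mean ATP rescue above about 67%, or every replicate alone reaching that limit, limit read from the data, passing the limit was not always enough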;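 note: myotubes were challenged with 10 µM simvastatin during compound exposure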
LGR2 antag – blocks bursicon-induced cAMP signaling via Drosophila LGR2; 0.35% of 380,000 active; HEK293 LGR2, CRE-luciferase, bursicon-stimulated, 4 h; AID 720647; inhibition, % at 9.99 µM;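 active = drop in luminescence signal, shown as inhibition above about 50% in the replicate tests, limit read from the data, passing the limit was not always enough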;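 note: agonist challenge used bursicon conditioned medium at about half maximal strength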
FN deposit inh – fibronectin deposition inhibition; AH1F fibroblasts, Alexa488-fibronectin deposition fluorescence, overnight; inhibition, % at 12.6 µM; 0.086% of 350,000 active;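 active = mean inhibition across replicates of 30% or more, regardless of how many single replicates reach that level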;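 note: positive control wells lacked labelled fibronectin entirely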
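Test system: AH1F fibroblast monolayer depositing Alexa488-labelled fibronectin into matrix. Input: 10000 cells per well. Technique: fluorescence, ex 485 nm, em 525 nm. Buffer or medium: DMEM plus 2% serum, read in PBS. Timing: 1 h cell adhesion before compound, then overnight fibronectin incubation. Compound: single dose, pinned. Read-out basis: inhibition from reduced deposited-fibronectin fluorescence.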
esBAF inh – SWI/SNF esBAF complex inhibition. AID 602393. reporter increase, % at 12.5 µM. 2% of 350,000 active. mouse ES cells, Bmi1-luciferase knock-in reporter, 24 h; 100% = twice the neutral-well signal; in the data active = activation above about 40%;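 note: 0% = median of the plate's neutral control wells and 100% = double that signal; a rise in the Bmi1 reporter signal indicates esBAF inhibition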
S100A4 inh HTS – inhibitors of human S100A4 binding to myosin IIA peptide. P26447. S100A4/TAMRA-MyoIIA peptide fluorescence polarization. inhibition, % at 10.7 µM. 0.14% of 360,000 active. AID 652163;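 active = mean inhibition of at least 70% across replicates, with every replicate also reaching that level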
Target sequence (P26447 whole entry, looked up): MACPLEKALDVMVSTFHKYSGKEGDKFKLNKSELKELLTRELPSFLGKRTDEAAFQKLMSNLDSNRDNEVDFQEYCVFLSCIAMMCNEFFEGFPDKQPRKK
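assay system = human S100A4 monomer with TAMRA-labelled myosin IIA peptide | also added = labelled myosin peptide probe, 5 nM | incubation = 5 min between mix addition and reading | control set = DMSO and TFP controls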
CASP6 VEID inh – caspase-6 (human) enzyme inhibition | 0.53% of 350,000 active | AID 686996 | inhibition, % at 12.5 µM | purified caspase-6, Z-VEID-R110 cleavage fluorescence | P55212;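 active = mean inhibition across replicates at least about 35%, with every replicate also reaching that limit, limit read from the data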;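 note: 0% = median of neutral control wells and 100% = no fluorescence left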
Target sequence (P55212 24-179 limits assumed): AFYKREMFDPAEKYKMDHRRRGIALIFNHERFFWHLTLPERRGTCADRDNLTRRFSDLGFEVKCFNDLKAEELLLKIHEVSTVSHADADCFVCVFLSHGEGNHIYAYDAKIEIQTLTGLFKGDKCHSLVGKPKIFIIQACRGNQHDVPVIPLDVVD
Target sequence (P55212 194-293 limits assumed): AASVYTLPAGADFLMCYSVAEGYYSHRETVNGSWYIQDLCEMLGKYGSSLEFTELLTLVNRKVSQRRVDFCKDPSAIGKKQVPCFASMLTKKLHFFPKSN
An asterisk follows results filed as active. Not all compounds are listed, so the mix of outcomes need not match the whole.

Preview:
How did CN(C)c1ccc2c(c1)[C@@H]1C[C@H](CC(=O)NCc3ccc(Oc4ccccc4)cc3)O[C@H](CO)[C@@H]1O2 do in these assays?
SIRT5 inh: 5; Statin myotox sup: -2; LGR2 antag: 7; FN deposit inh: 1; esBAF inh: 7; S100A4 inh HTS: -10; CASP6 VEID inh: -4

How did CC(=O)c1ccccc1NC(=O)CSCc1nc2sc(C)c(C)c2c(=O)[nH]1 do in these assays?
SIRT5 inh: -3; Statin myotox sup: -24; LGR2 antag: 4; FN deposit inh: 6; S100A4 inh HTS: -7; CASP6 VEID inh: -1

How did COc1cc(NC(=O)C/C(C)=N/NC(=O)C(=O)NC2CCCCC2)c(OC)cc1Cl do in these assays?
SIRT5 inh: 0; LGR2 antag: -1; FN deposit inh: 0; S100A4 inh HTS: -4; CASP6 VEID inh: 0

What do the screens show for `CNC[C@@H]1Oc2ncc(-c3cccc(C(=O)N(C)C)c3)cc2C(=O)N([C@@H](C)CO)C[C@@H]1C`?
Statin myotox sup: -2; LGR2 antag: 6; FN deposit inh: 3; esBAF inh: -8

Results for O=C(NCC1CCCO1)c1cccc(F)c1 (stereo not drawn) ?
Statin myotox sup: 0; LGR2 antag: -4; esBAF inh: -3

What do the screens show for `CCOc1ccc(S(=O)(=O)Nc2cccc(C(=O)N(C)CC(=O)Nc3cccc(OC)c3)c2)cc1`?
SIRT5 inh: -1; Statin myotox sup: 2; LGR2 antag: -1; FN deposit inh: 0; esBAF inh: -4; S100A4 inh HTS: -6; CASP6 VEID inh: -147

All compounds of this part, repeating the preview:
How did CN(C)c1ccc2c(c1)[C@@H]1C[C@H](CC(=O)NCc3ccc(Oc4ccccc4)cc3)O[C@H](CO)[C@@H]1O2 do in these assays?
SIRT5 inh: 5; Statin myotox sup: -2; LGR2 antag: 7; FN deposit inh: 1; esBAF inh: 7; S100A4 inh HTS: -10; CASP6 VEID inh: -4

How did CC(=O)c1ccccc1NC(=O)CSCc1nc2sc(C)c(C)c2c(=O)[nH]1 do in these assays?
SIRT5 inh: -3; Statin myotox sup: -24; LGR2 antag: 4; FN deposit inh: 6; S100A4 inh HTS: -7; CASP6 VEID inh: -1

How did COc1cc(NC(=O)C/C(C)=N/NC(=O)C(=O)NC2CCCCC2)c(OC)cc1Cl do in these assays?
SIRT5 inh: 0; LGR2 antag: -1; FN deposit inh: 0; S100A4 inh HTS: -4; CASP6 VEID inh: 0

What do the screens show for `CNC[C@@H]1Oc2ncc(-c3cccc(C(=O)N(C)C)c3)cc2C(=O)N([C@@H](C)CO)C[C@@H]1C`?
Statin myotox sup: -2; LGR2 antag: 6; FN deposit inh: 3; esBAF inh: -8

Results for O=C(NCC1CCCO1)c1cccc(F)c1 (stereo not drawn) ?
Statin myotox sup: 0; LGR2 antag: -4; esBAF inh: -3

What do the screens show for `CCOc1ccc(S(=O)(=O)Nc2cccc(C(=O)N(C)CC(=O)Nc3cccc(OC)c3)c2)cc1`?
SIRT5 inh: -1; Statin myotox sup: 2; LGR2 antag: -1; FN deposit inh: 0; esBAF inh: -4; S100A4 inh HTS: -6; CASP6 VEID inh: -147

What do the screens show for `CCS(=O)(=O)N1CCCCN2[C@@H](CO)[C@@H](c3ccc(C#CC(C)(C)O)cc3)[C@@H]2C1`?
SIRT5 inh: 1; LGR2 antag: -17; S100A4 inh HTS: -6; CASP6 VEID inh: -1

How did O=C(Nc1ccc(Cl)cc1)N1CCCC(Cn2cccc2)C1 (stereo not drawn) do in these assays?
SIRT5 inh: 5; LGR2 antag: -15; FN deposit inh: 1; S100A4 inh HTS: 3; CASP6 VEID inh: -2

How did COc1ccc(NC(=S)N(CCCN2CCC(C)CC2)Cc2cccs2)cc1Cl do in these assays?
SIRT5 inh: -9; Statin myotox sup: -17; LGR2 antag: 12; FN deposit inh: 2; esBAF inh: 0; S100A4 inh HTS: -3; CASP6 VEID inh: 8

How did O=C(CCNC(=O)c1ccc(Cl)cc1)Nc1ccccc1N1CCCC1 do in these assays?
SIRT5 inh: 1; Statin myotox sup: 5; LGR2 antag: -17; esBAF inh: -1; S100A4 inh HTS: -3; CASP6 VEID inh: -3

Next part, starting with the last 2 of the part before.
How did COc1ccc(NC(=S)N(CCCN2CCC(C)CC2)Cc2cccs2)cc1Cl do in these assays?
SIRT5 inh: -9; Statin myotox sup: -17; LGR2 antag: 12; FN deposit inh: 2; esBAF inh: 0; S100A4 inh HTS: -3; CASP6 VEID inh: 8

How did O=C(CCNC(=O)c1ccc(Cl)cc1)Nc1ccccc1N1CCCC1 do in these assays?
SIRT5 inh: 1; Statin myotox sup: 5; LGR2 antag: -17; esBAF inh: -1; S100A4 inh HTS: -3; CASP6 VEID inh: -3

How did COc1ccc(C)cc1N(C(=O)c1cccc(F)c1)c1nc2ccccc2s1 do in these assays?
Statin myotox sup: -1; LGR2 antag: -21; FN deposit inh: 2; esBAF inh: -9

How did COc1ccc(CNC(=O)C[C@@H]2C[C@@H]3c4cc(NC(=O)CN(C)C)ccc4O[C@@H]3[C@H](CO)O2)cc1 do in these assays?
SIRT5 inh: 2; Statin myotox sup: -1; LGR2 antag: 6; esBAF inh: 0; S100A4 inh HTS: -12; CASP6 VEID inh: 4

How did C[C@@H]1CN([C@@H](C)CO)C(=O)CCCn2cc(nn2)CO[C@H]1CN(C)Cc1cccc(C(F)(F)F)c1 do in these assays?
SIRT5 inh: -3; Statin myotox sup: 17; LGR2 antag: 6; FN deposit inh: 8; esBAF inh: 2; S100A4 inh HTS: -2; CASP6 VEID inh: 0

What do the screens show for `C[C@@H]1CN([C@H](C)CO)C(=O)c2cc(NC(=O)NC3CCCCC3)ccc2O[C@@H](C)CCCCO[C@H]1CN(C)C`?
Statin myotox sup: 40; LGR2 antag: 1; esBAF inh: -5

Results for O=C(NCC1CCN(S(=O)(=O)c2ccccc2)CC1)Nc1ccccc1 ?
SIRT5 inh: -3; LGR2 antag: -1; FN deposit inh: 1; S100A4 inh HTS: -7; CASP6 VEID inh: -2

Results for CCN(C[C@H]1N[C@@](Cc2ccccc2)(C(=O)OC)[C@H]2C(=O)N(C)C(=O)[C@@H]12)C(=O)c1ccc(F)cc1 ?
Statin myotox sup: 5; LGR2 antag: 9; FN deposit inh: -4; esBAF inh: -1; S100A4 inh HTS: -1; CASP6 VEID inh: 1

How did CC(CCc1ccccc1)NC(=O)C1CCN(S(=O)(=O)N2CCCCC2)CC1 (stereo not drawn) do in these assays?
Statin myotox sup: 12; LGR2 antag: 1; FN deposit inh: -7; esBAF inh: -5

What do the screens show for `COc1ccc(CCNC(=O)CCC(=O)N2CC(C)Oc3ccc(Cl)cc32)cc1OC` (stereo not drawn)?
SIRT5 inh: -3; Statin myotox sup: 34; FN deposit inh: 14; esBAF inh: -4; S100A4 inh HTS: 2; CASP6 VEID inh: -1

Results for CC(C)(/C=N/NC(=O)CSCc1ccc(Cl)cc1)CCC#N ?
SIRT5 inh: 2; LGR2 antag: 6; FN deposit inh: -3; S100A4 inh HTS: -1; CASP6 VEID inh: 1

What do the screens show for `CN(C)c1nccc(NCc2ccccc2)c1C#N`?
SIRT5 inh: 12; LGR2 antag: -6; FN deposit inh: 10; S100A4 inh HTS: -1; CASP6 VEID inh: 0

What do the screens show for `CCC(=O)N1C(C(=O)N2CCCC2)CSC1c1ccc(OC)cc1` (stereo not drawn)?
Statin myotox sup: -9; LGR2 antag: -6; FN deposit inh: -4; esBAF inh: 2; S100A4 inh HTS: 0; CASP6 VEID inh: -1

How did CC(O)c1nc2ccc(C(=O)O)cc2[nH]1 (stereo not drawn) do in these assays?
SIRT5 inh: -2; LGR2 antag: 4; FN deposit inh: 8; S100A4 inh HTS: -6; CASP6 VEID inh: -1

Results for O=C(O)C1CCN(C(=O)CSc2nc3ccccc3s2)CC1 ?
SIRT5 inh: -4; Statin myotox sup: -2; LGR2 antag: -1; FN deposit inh: -34; esBAF inh: -11; S100A4 inh HTS: -2; CASP6 VEID inh: 2

Results for COc1ccc(S(=O)(=O)Nc2ccc3c(c2)C(=O)N([C@@H](C)CO)C[C@H](C)[C@@H](CN(C)Cc2ccc(C(=O)Nc4ccccc4N)cc2)O3)cc1 ?
SIRT5 inh: 0; LGR2 antag: 27; esBAF inh: -4; S100A4 inh HTS: 4; CASP6 VEID inh: -1

Results for COc1ccccc1NC(=O)C1=C(C)NC2=C(C(=O)CCC2)C1c1ccc2c(c1)OCO2 (stereo not drawn) ?
SIRT5 inh: 2; Statin myotox sup: 23; LGR2 antag: 16; esBAF inh: -1; S100A4 inh HTS: -1; CASP6 VEID inh: 4

How did CCCNC(=O)N1CCC2(CC1)CN(C(=O)NC1CCCC1)[C@H](CO)c1[nH]c3cc(OC)ccc3c12 do in these assays?
SIRT5 inh: 5; LGR2 antag: 4; S100A4 inh HTS: 2; CASP6 VEID inh: -2

What do the screens show for `Cc1c(Cl)cnc(NC(=O)COC(=O)[C@@H](NC(=O)c2ccco2)C(C)C)c1Cl`?
SIRT5 inh: 1; Statin myotox sup: 2; LGR2 antag: 21; FN deposit inh: -4; esBAF inh: 5; S100A4 inh HTS: -6; CASP6 VEID inh: 11

How did C/C(=N\O)c1ccco1 do in these assays?
Statin myotox sup: -15; LGR2 antag: -6; FN deposit inh: -11; esBAF inh: -6; S100A4 inh HTS: -2; CASP6 VEID inh: -3

What do the screens show for `COc1ccc2c3c([nH]c2c1)[C@@H](CO)N(S(=O)(=O)c1cn(C)cn1)CC31CCN(CC2CCCC2)CC1`?
SIRT5 inh: 4; LGR2 antag: 26; FN deposit inh: 1; S100A4 inh HTS: 1; CASP6 VEID inh: -4

What do the screens show for `Cc1ccc(-n2nnnc2SCC(=O)c2c(N)n(CC(C)C)c(=O)n(C)c2=O)cc1`?
Statin myotox sup: -5; LGR2 antag: 6; esBAF inh: 7

How did CSc1ccccc1NC(=O)c1ccccc1C do in these assays?
SIRT5 inh: -4; Statin myotox sup: 1; LGR2 antag: -16; FN deposit inh: -13; esBAF inh: -5; S100A4 inh HTS: -1; CASP6 VEID inh: -2

How did CCOC(=O)C1CCN(C(=O)c2ccccc2NS(=O)(=O)c2ccc(F)cc2)CC1 do in these assays?
SIRT5 inh: -5; LGR2 antag: -6; FN deposit inh: 2; S100A4 inh HTS: 17; CASP6 VEID inh: -5

Results for CCCc1c(C(=O)N/N=C/c2ccc(C)s2)nnn1-c1nonc1N ?
SIRT5 inh: -5; Statin myotox sup: -4; LGR2 antag: 7; FN deposit inh: -2; esBAF inh: 8; S100A4 inh HTS: 2; CASP6 VEID inh: -1

How did COc1ccc(OCC(=O)NS(=O)(=O)c2ccccc2)cc1 do in these assays?
SIRT5 inh: 2; Statin myotox sup: 11; LGR2 antag: -2; FN deposit inh: -1; esBAF inh: -5; S100A4 inh HTS: -3; CASP6 VEID inh: 2

How did CN(C)S(=O)(=O)c1cccc(NC(=O)COC(=O)c2ccc(Br)o2)c1 do in these assays?
Statin myotox sup: 12; FN deposit inh: -10; esBAF inh: -5

How did COc1ccccc1-c1ccc2c(c1)[C@H]1[C@H](CCN1S(=O)(=O)c1cccc(C)c1)[C@@H](CO)N2 do in these assays?
SIRT5 inh: -2; Statin myotox sup: 31; LGR2 antag: 2; FN deposit inh: -25; esBAF inh: -10; S100A4 inh HTS: -2; CASP6 VEID inh: -1

How did O=C(Cn1c(=O)n(-c2ccccc2)c(=O)c2sccc21)N1CCCC1 do in these assays?
Statin myotox sup: -1; LGR2 antag: -14; FN deposit inh: -5; esBAF inh: 1

What do the screens show for `COc1ccccc1CNS(=O)(=O)c1c(C)noc1C`?
Statin myotox sup: -7; FN deposit inh: 14; esBAF inh: -11

What do the screens show for `COc1ccc(C(=O)Cn2c(C)nc([N+](=O)[O-])c2Br)cc1`?
Statin myotox sup: 15; LGR2 antag: 20; FN deposit inh: 5; esBAF inh: 0; S100A4 inh HTS: -2; CASP6 VEID inh: 5

How did COc1ccc(-c2nc(CS(=O)CC(=O)NCCc3ccc(C)cc3)c(C)o2)cc1OC (stereo not drawn) do in these assays?
SIRT5 inh: 0; Statin myotox sup: 55; LGR2 antag: -20; FN deposit inh: -7; esBAF inh: -1; S100A4 inh HTS: 0; CASP6 VEID inh: 1

How did O=c1c2ccccc2[nH]c(=S)n1CCN1CCCCC1 do in these assays?
SIRT5 inh: -3; Statin myotox sup: -4; LGR2 antag: -6; FN deposit inh: -5; esBAF inh: -3; S100A4 inh HTS: -3; CASP6 VEID inh: -6

From PubChem BioAssay
